Source: PubChem BioAssay (National Center for Advancing Translational Sciences (NCATS))
SW480 rerep = DNA re-replication induction in SW480 cells; SW480 DNA re-replication, Hoechst DNA content imaging, 48 h; Potency, µM (top dose mostly 46.1 µM), without a hit: at the highest dose re-replication activation, actives largely listed as activators; 1.8% of 340,000 active; AID 624297; further: potency means the concentration at half of the fitted maximal effect; % of control where 0% means no effect; nearly all actives have a fitted effect of over 55% in size
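Image-based DNA-content assay: after two days of treatment, nuclei were labelled with the DNA dye Hoechst and imaged, and hits were compounds raising the count of nuclei showing high fluorescence intensity.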
KB-3-1 tox = kills parental KB-3-1 adenocarcinoma cells; 1.4% of 400,000 active; Potency, µM (series often up to 46.1 µM), inactives show at the top dose activity change, negative = cytotoxic, usual class: cytotoxic; KB-3-1 viability, CellTiter-Glo ATP luminescence, 72 h; further: potency means the concentration at half of the fitted maximal effect; on the % scale 0 is the no-effect control and ±100 the full control effect; nearly all actives have a fitted effect of over 60% in size
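Multi-concentration cytotoxicity screen in KB-3-1 cells grown in DMEM lacking phenol red with 10% FBS. After 72 h at 37 °C with compound, ATP-dependent luminescence was recorded.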
HT1080 IDH1KD tx = HT-1080 IDH1 knockdown cell toxicity (counter line); HT-1080 IDH1 knockdown viability, ATP luminescence, 48 h; Potency, µM (series often up to 46.1 µM), inactives show top-dose activity, negative = toxicity, usual class: cytotoxic; 2% of 360,000 active;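 further: potency means the concentration at half of the fitted maximal effect; 0% = DMSO wells and -100% = cell-free medium wells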
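HT-1080-IDH1KD cells (IDH1 knocked down), 750/well in RPMI with 5% FBS, treated with compound 48 h at 37 degrees C. Viability by CellTiter-Glo luminescence, normalised to DMSO and no-cell wells; concentration-response curves classed.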
IL-1B inflam inh = blocks inflammasome-driven IL-1 beta release. 4.7% of 360,000 active. THP-1 LPS/ATP IL-1B secretion, AlphaLISA, 16 h; hits give low values. AID 743279. activity change, % at 57.5 µM; in the data active means activity change below about -50%; inconclusive means mostly about -30% to -49%; further: on the % scale 0 is the no-effect control and ±100 the full control effect
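Secreted IL-1B measured by AlphaLISA bead assay after 16 h compound exposure of THP-1 cells; compounds (final up to 57.5 uM) added 1 h before LPS (250 ng/mL) and ATP (1.25 mM) stimulation; lower signal means less secretion.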
ATXN2 expr inh = inhibitors of ATXN2 expression; HEK-293 ATXN2-luciferase reporter, luminescence, 24 h; Potency, µM (doses to about 57 µM), for inactives: top-dose activity change, negative = inhibition, usual class: inhibitors; 0.72% of 360,000 active; further: potency means the concentration at half of the fitted maximal effect; on the % scale 0 is the no-effect control and ±100 the full control effect; nearly all actives have a fitted effect of over 55% in size
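ATXN2-luciferase reporter cells (luciferase flanked by upstream and downstream ATXN2 gene portions) were treated 24 h at 37 °C with compounds at up to 57 uM. SteadyGlo luminescence gave expression; GF-AFC fluorescence gave viability.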
MCF10A rereplic = inducers of DNA re-replication in MCF 10A breast cells; AID 624296; 2.9% of 350,000 active; Potency, µM (series often up to 46.1 µM), for the others: top-dose activity, positive = re-replication, hits mostly activators; MCF 10A DNA re-replication, Hoechst nuclear intensity, 48 h; further: potency means the concentration at half of the fitted maximal effect; % of control where 0% means no effect; nearly all actives have a fitted effect of over 50% in size
S2 tox = reduces viability in counter-screen for ATXN expression inhibitors. Potency, µM (top dose mostly 56.7 µM), actives largely listed as cytotoxic. S2 cells (HEK-293 line with an ATXN2-luciferase reporter) viability, CellTiter-Fluor protease fluorescence, 24 h. AID 651635. 0.49% of 400,000 active; further: potency means the concentration at half of the fitted maximal effect; nearly all actives have a fitted effect of over 40% in size
KB-V1 MDR tox = kills drug-selected multidrug resistant KB-V1 cells; KB-V1 MDR cells viability, CellTiter-Glo, 72 h; Potency, µM (highest dose often 46.1 µM), for inactives: at the top dose activity change, negative = cytotoxicity, hits mostly cytotoxic; 3.4% of 400,000 active; AID 1347076; further: potency means the concentration at half of the fitted maximal effect; on the % scale 0 is the no-effect control and ±100 the full control effect; nearly all actives have a fitted effect of over 60% in size
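Drug-selected KB-V1 cells, grown in DMEM lacking phenol red with 10% FBS, receive compound titrations; after three days at 37 degrees C, surviving cell ATP is quantified by CellTiter-Glo luminescence and responses normalized and curve-fitted.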
HT1080NT lethal = kills 2HG-producing HT-1080-NT fibrosarcoma cells; HT-1080-NT fibrosarcoma viability, CellTiter-Glo ATP luminescence, 48 h; Potency, µM (doses to about 46.1 µM), inactives show top-dose activity, negative = less viability, actives largely listed as cytotoxic; 1.6% of 360,000 active;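 further: NT is the 2HG producing partner of a matched IDH1 knockdown line; potency means the concentration at half of the fitted maximal effect; 0% = DMSO-treated cells and -100% = media-only wells without cells; nearly all actives have a fitted effect of over 55% in size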
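Toxicity toward the 2HG-producing NT line was scored as %Activity, normalised to DMSO and no-cell wells, from CellTiter-Glo luminescence after 48 hours' treatment.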
An asterisk follows results filed as active; i = inactive; ? = inconclusive; . = not tested or not shown; & = joins results of further samples; [ ] = dose if it differs, or a comment. Unless noted, the call rests on the fitted dose curve; in most records, active means well fitted curve in the direction sought with a large enough effect; inconclusive means small, poorly fitted or top-dose-only effect, or another doubt; inactive means no such curve, though single readings can be large; an effect the other way counts as inactive or inconclusive.

SMILES	SW480 rerep	KB-3-1 tox	HT1080 IDH1KD tx	IL-1B inflam inh	ATXN2 expr inh	MCF10A rereplic	S2 tox	KB-V1 MDR tox	HT1080NT lethal
C=C1C2C[C@@]3([C@@H]1O)[C@@H](C[C@@H]2O)[C@@]12C4[C@@H]3C[C@@H]1[C@@](C)(CC[C@@H]2O)CN4CC	1%	0%	1%	22	3%	6%	i	7%	14%
O=C(CN1C(=O)CCSc2ccccc21)N1CCC2(CC1)OCCO2	-3%	-6%	19%	-4	-1%	12%	i	-20%	14%
Cc1cc(C)c(Cn2c(C(=O)O)c(C=O)c3ccccc32)c(C)c1	?	8%	0%	40	13%	6.5µM*	i	?	3%
CN1C(=O)N(C)C(=O)C(CCc2ccncc2)(Cc2ccc3c(c2)OCO3)C1=O	-1%	-5%	?	-9	-3%	-4%	i	-15%	-1%
O=[N+]([O-])c1cc(S(=O)(=O)c2ccc(O)c([N+](=O)[O-])c2)ccc1O	0%	7%	8%	21	0%	3%	i	19%	18%
CCOC(=O)C(C)Oc1cc(C)cc2oc(=O)c3c(c12)CCCC3 (configuration not stated)	-2%	-5%	-8%	54	59%[activator]	?	i	10µM*	-1%
CCC(C(=O)Nc1ccccc1F)N1C(=O)CN=C(c2ccccc2)c2ccccc21 (configuration not stated)	.	?	.	.	-30%	.	?	?	.
Cc1ccccc1N1C(=O)NC(=O)/C(=C\c2ccc3c(c2)CCCN3Cc2ccccc2)C1=O	-21%	5%	?	-13	-14%	?	i	-1%	?
CC1CC(C)OP(=O)(OCCC#N)O1 (configuration not stated)	-6%	.	-1%	-4	-7%	?	i	.	0%
CCCCc1ccc2[nH]cc(CCN)c2c1	-4%	0%	?	-89*	?	-2%	i	6%	?
COc1cccc(N2CCN(Cc3cccc(Cl)c3)CC2)c1	0%	-20%	1%	-2	-12%	?	?	7%	3%
COC(=O)C1=C(c2cc3ccccc3o2)C[C@@H]2CC[C@H]1N2C(=O)N1CCCCC1	12µM*	5.8µM*	10µM*	31	-30%	?	?	?	?
CC=C(C)C1(CCC)C(=O)NC(=S)NC1=O	-2%	3%	14%	16	-1%	-1%	i	-19%	4%
Cc1ccccc1N1C(=O)NC(=O)/C(=C\c2cnn(-c3ccccc3)c2)C1=O	19%	-4%	?	-96*	-36%	?	?	4%	?
C=CCn1c(O)c(C(C)=O)c(=O)[nH]c1=O (tested in a mixture with another compound)	-6%	-3%	13%	-18	-2%	-6%	i	30%	1%
CC(C)(C)N1C(=O)NC(=O)/C(=C\c2ccc3c(c2)CCN3CCCCl)C1=O	-42%[inhibitor]	-3%	-8%	52	-6%	4%	i	?	-3%
CN1CCN(c2ccc(/C=C3\C(=O)NC(=S)N(c4cccc(Br)c4)C3=O)o2)CC1	3%	-29%	?	-13	-18%	?	?	1%	?
CCC1(OC(=O)CN)C(=O)OCc2c1cc1n(c2=O)Cc2cc3ccccc3nc2-1 (configuration not stated)	0%	?	0.73µM*	-98*	0.0095µM*	-7%	.	?	1µM*
O=C1NC(=O)C(=CN2CCc3ccccc32)C(=O)N1	?	4%	-4%	-6	-13%	0%	?	-2%	6%
COc1ccc2c3c1OC1C(=O)CC[C@@]4(O)[C@@H](C2)N(CC2CC2)CC[C@]314 (some centres not stated)	-2%	0%	-2%	-17	-3%	0%	i	-18%	2%
CN(C(=O)CCN1C(=O)/C(=C/c2ccc(F)cc2)SC1=S)C1CCS(=O)(=O)C1 (configuration not stated)	.	?	3%	-23	.	.	?	7%	12%
COC1=CCC2([N+](=O)[O-])CN(C)CC1([N+](=O)[O-])C2 (configuration not stated)	5%	-4%	8%	11	3%	-5%	i	15%	5%
COc1ccc2c(c1)CCCC2=O	4%	2%	15%	4	-1%&16%	-41%[inhibitor]	i	2%	19%
C#C[C@]1(O)CCC2C3C(=O)C=C4C=CCC[C@]4(C)C3CC[C@@]21C (some centres not stated)	-8%	0%	-8%	-9	-15%	-43%[inhibitor]	i	-8%	-8%
O=C(Cn1c(NCCCl)nc2ccccc21)c1ccc(Br)cc1	-15%	-4%	-1%	-28	.	7%	.	?	-3%

Some of these compounds in order of SMILES length, high to low.
SMILES	SW480 rerep	KB-3-1 tox	HT1080 IDH1KD tx	IL-1B inflam inh	ATXN2 expr inh	MCF10A rereplic	S2 tox	KB-V1 MDR tox	HT1080NT lethal
COC(=O)C1=C(c2cc3ccccc3o2)C[C@@H]2CC[C@H]1N2C(=O)N1CCCCC1	12µM*	5.8µM*	10µM*	31	-30%	?	?	?	?
CN1CCN(c2ccc(/C=C3\C(=O)NC(=S)N(c4cccc(Br)c4)C3=O)o2)CC1	3%	-29%	?	-13	-18%	?	?	1%	?
COc1ccc2c(c1)CCCC2=O	4%	2%	15%	4	-1%&16%	-41%[inhibitor]	i	2%	19%

Further structures
SMILES	SW480 rerep	KB-3-1 tox	HT1080 IDH1KD tx	IL-1B inflam inh	ATXN2 expr inh	MCF10A rereplic	S2 tox	KB-V1 MDR tox	HT1080NT lethal
CCCOc1ccccc1NP(=O)(Oc1ccccc1)Oc1ccccc1	-1%	-10%	-5%	23	.	1%	i	12%	-5%
CN1C(=O)CN=C(c2ccccc2)c2cc([N+](=O)[O-])ccc21	-9%	.	.	.	8%	-1%	i	.	.
c1ccc2c(c1)CNc1ccccc1O2	-14%	-4%	1%	-6	1%	16%	i	17%	-5%
CC(=O)c1cccc(NC(=O)N2C[C@H]3C[C@@H](C2)c2cccc(=O)n2C3)c1	0%	0%	4%	11	2%	-1%	i	0%	0%
C=CC[C@@H](C)CC(=O)C(CCCN=[N+]=[N-])SOOc1ccccc1 (some centres not stated)	-54%[inhibitor][9.22 µM]	-7%	7%	0	5%	?	i	?	7%
COc1ccc(C(CNC(=O)Cc2ccc(Cl)c(Cl)c2)N2CCCCC2)cc1 (configuration not stated)	11%	.	-3%	-8	-5%	?	i	.	-26%
COc1ccc(CNCCc2ccccc2F)c(OC)c1C	4%	-7%	-24%	-65*	-22%	?	i	0%	-17%
CN(C)/C=C/C(=O)C(Cl)(Cl)Cl	-16%	24%	15%	-6	0%	3%	i	18%	21%
Cc1c(C)c2ccc(OCC(=O)N3C[C@H]4C[C@@H](C3)c3cccc(=O)n3C4)cc2oc1=O	1%	0%	-1%	28	2%	-10%	i	-20%	-1%
CCN1CCC(N(C)C2CCCCC2)CC1	5%	12%	2%	-15	-8%	9%	?	23%	-6%
CC1(C)C(=O)C=C[C@]2(C)[C@H]3CC[C@@]4(C)[C@H](c5ccoc5)OC(=O)[C@H]5O[C@]54[C@]3(C)[C@H](O)C[C@@H]12	?	?	12%	20	1%	?	i	?	0%
CN(CC1COc2ccccc2O1)c1nc(-c2cccnc2)nc2ccccc12 (configuration not stated)	14%	?	-3%	?	60%[activator]	?	i	?	-15%
COc1ccccc1CCNC1CCC(C)CC1 (configuration not stated)	26%	-23%	2%	-11	-11%	-5%	i	-13%	-2%
CCN1CCC2(CC1)NC(=O)c1ccccc1O2	8%	0%	9%	5	.	2%	i	1%	4%
O=c1[nH]c(=S)n(C2CC2)c(O)c1C=NCCc1ccccc1	-6%[9.22 µM]	8%	12%	0	17%	-12%	i	15%	0%
Cc1ccc(OCC(=O)N2CCN(Cc3ccc4c(c3)OCO4)CC2)cc1C	-13%	-4%	-12%	-8	-12%	?	i	-3%	-6%
CCCCn1c(O)c(C(C)=NCCCN(CC)CC)c(=O)[nH]c1=O	8%	4%	0%	-3	2%	8%	i	-11%	9%
CC=CC(C)=CC(C)C(=O)CC(O)CC1CC(=O)NC(=O)C1 (configuration not stated)	.	16%	-17%	-13	.	.	?	1%	-14%
CC(NC1CCCCC1)C(O)C12CC3CC(CC(C3)C1)C2 (configuration not stated)	3%	-12%	?	-55*	-10%	-6%	?	?	?
c1ccc2c(CN3CCCCC3)c[nH]c2c1	-13%	5%	-4%	0	-10%	24%	i	7%	-1%
CC12CCC3C(CCC4(O)CC(O)CCC34C=NO)C1(O)CCC2C1=COC(=O)C1 (configuration not stated)	1.6µM*	0.37µM*	0.58µM*	-104*	?	?	?	?	0.82µM*
Cc1cc(C=C2C(=O)N(C)C(=S)N(C)C2=O)c(C)n1C1CCCC1	-1%	25%	0%	-28	4%	?	i	2%	-8%
COc1ccc(N2CCN(CCCN)CC2)cc1	-3%	4%	-14%	?	0%	8%	i	?	-15%
CC/C(=N\NC(=O)c1ccccc1)c1c(O)n(C2CCCCC2)c(=O)[nH]c1=O	-21%	3%	-2%	6	.	-3%	i	3%	3%
COc1cc(/C=C2\C(=O)NC(=O)N(CCc3ccc(F)cc3)C2=O)ccc1O	-20%	6%	5%	15	1%	25%	i	-25%	5%

(cont.)
SMILES	SW480 rerep	KB-3-1 tox	HT1080 IDH1KD tx	IL-1B inflam inh	ATXN2 expr inh	MCF10A rereplic	S2 tox	KB-V1 MDR tox	HT1080NT lethal
COc1ccc(C2NCCc3[nH]cnc32)cc1 (configuration not stated)	8%	7%	16%	-20	-14%	-38%[inhibitor]	i	4%	12%
Cc1ccc(P(=S)(c2ccc(C)o2)N2CCOCC2)o1	-3%	-2%	1%	-1	3%	0%	i	2%	-1%
CCOP(=O)(OCC)/C(C#N)=C/c1ccoc1	-4%	-3%	1%	0	19%	1%	i	3%	13%
CCOC(=O)c1c(C)n(CCOC)c2ccc(O)cc12	-3%[9.22 µM]	8%	1%	-2	2%	19%	i	-10%	0%
Cc1[nH]c2c(C(F)(F)F)cccc2c1CCN	?	?	?	6	-8%	14%	i	?	?
CN1C(=O)C(C2c3ccccc3C(=O)N2Cc2ccccc2)C(=O)N(C)C1=O (configuration not stated)	1%	16%	17%	53	1%	-13%	i	29%	19%
O=C(CNC(=O)c1ccccc1)Nc1ccc(Br)cc1C(=O)c1ccccc1	19%	14%	-29%	-52*	2%	3%	i	0%	-25%
CCC12CN3CC(CC)(CN(C1)C3c1cccnc1)C2=O (configuration not stated)	-6%	7%	5%	27	5%	-4%	i	-4%	8%
Nc1ccc2c(c1)Cc1ccccc1-2	-3%	-17%	0%	-4	9%	-3%	i	-1%	-7%

Only part of the results is shown. The share of hits here may be higher or lower than overall.
